Screening results (PubChem)
Growth percent in the NCI-60 one-dose screen (48 h, 10 µM unless noted): 100 = growth as untreated, 0 = no growth, -100 = all killed.
A498: A498 renal cancer cells; 76,000 tested, 5.4% active; AID 1794774
IGROV1: IGROV1 ovarian cancer; 79,000 tested, 4.7% active; AID 1794786
SK-OV-3: SK-OV-3 ovarian cancer cells; 80,000 tested, 3.2% active; AID 1794785
OVCAR-4: OVCAR-4 ovarian cancer cells; AID 1794784; 80,000 tested, 3.7% active
OVCAR-8: OVCAR-8 ovarian cancer | 81,000 tested, 4.4% active | AID 1794782
OVCAR-5: OVCAR-5 ovarian cancer. 82,000 tested, 2.9% active. AID 1794783
ACHN: ACHN renal cancer. AID 1794771. 81,000 tested, 4.9% active
OVCAR-3: OVCAR-3 ovarian cancer; 79,000 tested, 7% active; AID 1794787
RXF 393: RXF 393 renal cancer cells | 77,000 tested, 6.9% active
An asterisk follows results filed as active; / = no result given. How the source made its calls: active means growth percent below 10; inactive means the rest. Compounds as they come (roughly 11% active in at least one column).

SMILES,A498,IGROV1,SK-OV-3,OVCAR-4,OVCAR-8,OVCAR-5,ACHN,OVCAR-3,RXF 393
CN(C)CCS(=O)(=O)Nc1cc(-c2ccc3ncnc(Nc4ccc(F)c(Cl)c4)c3c2)cnc1Cl,-78*,-24*,-43*,19,14,-22*,20,-87*,-47*
COc1ccc(OC)c(C(=O)c2oc3ccc(Br)cc3c2N)c1,-14*,41,-6.3*,49,17,45,51,3.7*,-30*
Cc1cc(N)c(S(=O)(=O)NO)cc1Cl,104,107,103,109,103,110,101,110,121
COc1cccc(-c2nn(-c3ccccc3)cc2-c2ccnc(NCCNC(=O)c3ccc(F)cc3)c2)c1,63,88,68,65,86,101,79,80,87
C[C@@H](c1ccc2nccn2c1)n1nnc2ncc(-c3cnn(C)c3)nc21,92,112,82,93,82,95,106,93,91
Cc1cccnc1Br,112,126,110,109,107,118,114,123,112
O=C(NCCN1CCCC1)n1cc(-c2ccncc2)c(-c2cc(O)cc(Cl)c2)n1,103,109,86,118,78,113,82,116,76
O=C1/C(=C2\SC(=S)N(CCc3ccccc3)C2=O)SC(=S)N1CCc1ccccc1,107,101,107,97,101,100,102,119,108
CCOC(=O)c1c(C)nc2ccccc2c1/C=C/c1ccccc1,76,75,91,65,54,97,73,80,113
Nc1ncnc(N2CCOCC2)n1,104,107,114,105,99,101,107,102,112
Cn1c(=O)c2c(nc(NCCNc3ccc(S(=O)(=O)Nc4ncccn4)cc3)n2Cc2ccccc2)n(C)c1=O,38,91,100,91,100,95,94,105,78
COc1cccc(\C=N/N=C(N)/C(N)=N\N=C/c2cccc(OC)c2O)c1O,/,90,105,108,107,100,107,104,107
O=C(NCCN1CCOCC1)c1cc2cc(Cl)ccc2[nH]1,109,101,108,103,102,105,103,107,120
Cc1sc2nc(/C=C/c3ccc(Cl)cc3)[nH]c(=O)c2c1C,119,74,102,95,109,111,95,112,112
CN(C)CCOc1ccc(C(=O)C2[C@H](c3ccc(Cl)cc3)[C@@H](c3ccccc3)NC23C(=O)Nc2ccc(Br)cc23)cc1 (some centres undefined),96,29,96,34,-62*,36,-28*,-4.6*,-0.6*
O=c1[nH]c(-c2ccccc2)c(-c2ccccc2)[nH]1,97,121,103,115,106,97,97,115,111
FC(F)(F)C(Cl)Br (centres undefined),96,149,126,112,103,109,108,109,112
CCOC(=O)/C=C(/C)N(C)C,/,98,109,104,100,123,116,113,116
Oc1cccc(NC(c2ccc(OC(F)F)c(OCC3CC3)c2)c2nnnn2C2CCCCC2)c1 (centres undefined),108,98,113,91,102,104,106,105,103
CCCCCCC(C)NCC(C)(C)O (centres undefined),106,106,106,110,98,99,100,118,121
Nc1nc(-c2ccc(F)cc2)cc(-c2cc(-c3ccc(F)cc3)nc(N)n2)n1,129,110,110,110,104,115,110,102,99
O=C1C(Cl)=C(N2CCOCC2)C(=O)N1Cc1ccc(Cl)cc1,64,96,98,102,106,90,99,108,110
C=CNC(=S)N/C=C(\C#N)S(=O)(=O)c1ccc(C)cc1,103,99,102,107,104,105,101,109,113
O=C1CCCN1C1CCN(Cc2ccccc2)CCO1 (centres undefined),105,101,100,109,105,102,103,112,112
O=C(CC(NC(=O)OCc1ccccc1)C(=O)OCc1ccccc1)OCc1ccccc1 (centres undefined),68,108,95,109,99,103,104,110,125
S=c1oc(-c2cc(Cl)cc(Cl)c2Cl)nn1CN1CCOCC1,120,98,105,102,99,89,97,106,114
N=C1CCCS1,118,117,105,99,110,109,115,99,117
Cc1cccc(CN(C)C)c1CC(O)(c1ccccc1)c1ccccc1,109,78,103,94,102,96,86,112,89
COC1OCC(O)C(OC(=O)c2ccccc2)C1OC(=O)c1ccccc1 (centres undefined),112,124,107,113,103,102,99,128,110
CCCCCCCCCCCCCCCCCCOc1cccc(CC(=O)OCC[N+]2(C)CCCCC2)c1,123,73,108,81,89,96,97,106,57
Cc1noc2c(Cc3ccc([N+](=O)[O-])cc3)nn(CC(=O)N/N=C/c3ccc(Cl)cc3)c(=O)c12,80,63,67,8.0*,20,74,19,36,/
Cc1ccc2c(Cn3cc(CSc4nc5cc(Cl)ccc5o4)nn3)cc(=O)oc2c1,83,101,90,103,101,111,113,108,90
O=C(O)c1ccc(NC(=O)C(Cl)(Cl)Cl)cc1O,/,102,108,106,100,100,99,124,107
O=C(CN1C(=O)NC(c2ccccc2)(c2ccccc2)C1=O)c1ccc(N2CCCC2)cc1,62,85,97,73,83,101,90,103,81
O=C(O)CSC(SCC(=O)O)c1ccccc1,85,104,112,124,96,98,108,110,107
C=C1C(=O)O[C@H]2[C@H]1CC/C(COC(=O)NCc1c[nH]c3ccc(Br)cc13)=C\CC[C@@]1(C)O[C@@H]21,/,-47*,87,5.0*,-42*,-21*,-71*,-88*,-88*
CN1C(=O)/C(=C/c2ccc(C(=O)Nc3ncc(Cc4ccc(Cl)cc4Cl)s3)cc2)SC1=S,88,47,53,54,39,46,31,13,31
O=C1CCCN1c1ccc(S(=O)(=O)N2CCN(Cc3ccccc3)CC2)cc1,86,77,100,73,88,106,90,99,89
C/C(=C\CC(O)Cc1ccccc1)C(=O)N[C@H](C(=O)N1CCCC1c1nccs1)C(C)C (some centres undefined),96,105,95,108,103,97,101,104,124
CCCCCC1CCCCN1C(=O)OCCC (centres undefined),108,101,98,97,99,88,94,125,108
CC(=O)c1cc(-c2ccc3ccccc3c2)nc2ccccc12,74,121,114,118,98,100,106,103,99
COc1ccc(-c2cc(-c3cccs3)n(Cc3ccccc3)c(=O)c2C#N)cc1,95,88,100,94,110,82,100,115,109
CC(=O)c1c(C)n(-c2ccc3c(c2)OCO3)c2c1c(-c1ccccn1)nc1ccccc12,99,79,101,88,99,100,93,91,99
COc1ccc2c(c1)c(-c1nn3cc(-c4cccs4)nc3s1)cn2C,50,53,85,71,85,66,70,96,96
N#CC(c1ccccc1)C(c1ccccc1)c1ccccc1 (centres undefined),94,91,102,81,94,94,94,93,/

Given field by field: 4 of the compounds above
smiles: CC(=O)c1cc(-c2ccc3ccccc3c2)nc2ccccc12
  A498: 74
  IGROV1: 121
  SK-OV-3: 114
  OVCAR-4: 118
  OVCAR-8: 98
  OVCAR-5: 100
  ACHN: 106
  OVCAR-3: 103
  RXF 393: 99

smiles: CCCCCC1CCCCN1C(=O)OCCC (centres undefined)
  A498: 108
  IGROV1: 101
  SK-OV-3: 98
  OVCAR-4: 97
  OVCAR-8: 99
  OVCAR-5: 88
  ACHN: 94
  OVCAR-3: 125
  RXF 393: 108

smiles: N#CC(c1ccccc1)C(c1ccccc1)c1ccccc1 (centres undefined)
  A498: 94
  IGROV1: 91
  SK-OV-3: 102
  OVCAR-4: 81
  OVCAR-8: 94
  OVCAR-5: 94
  ACHN: 94
  OVCAR-3: 93
  RXF 393: /

smiles: CC(=O)c1c(C)n(-c2ccc3c(c2)OCO3)c2c1c(-c1ccccn1)nc1ccccc12
  A498: 99
  IGROV1: 79
  SK-OV-3: 101
  OVCAR-4: 88
  OVCAR-8: 99
  OVCAR-5: 100
  ACHN: 93
  OVCAR-3: 91
  RXF 393: 99

More structures
SMILES,A498,IGROV1,SK-OV-3,OVCAR-4,OVCAR-8,OVCAR-5,ACHN,OVCAR-3,RXF 393
O=C(O[C@@H]1Cc2c(O)cc(O)cc2O[C@@H]1c1cc(O)c(O)c(O)c1)c1cc(O)c2c(c1)OCO2,117,107,103,100,103,97,112,106,111
c1ccc2c(c1)NCCN2,75,106,101,110,113,107,98,111,108
CCOC(=O)CSCc1nc(N)nc(Nc2ccc(C)cc2)n1,92,100,110,91,104,106,99,103,107
CCOC(=O)c1c(Cl)c(Cl)c(Cl)c(Cl)c1C(=O)O,94,92,113,117,113,117,111,112,99
O=C1NC(=O)c2c1cc1ccccc1c2-c1ccccc1,98,106,152,95,111,107,111,108,102
CC(C)C(=O)C1CCCC1,111,99,118,112,100,94,101,100,117
CC(=O)c1ccc(NC(=O)Cn2c(Sc3nc(-c4ccccc4)c(C#N)c(=O)[nH]3)nc3c2c(=O)n(C)c(=O)n3C)cc1,93,106,101,91,105,97,101,112,101
COc1cc(/C=C2\C(=O)Nc3cc(C)c(O)cc32)cc(OC)c1OC,98,48,77,63,72,94,68,36,24
COc1ccc(/C(C#N)=C/c2ccc(N(C)CCC#N)cc2)cc1,/,99,106,/,81,96,99,89,86
COc1ccc(/C=C2\C=C(c3ccccc3)N(CCc3ccccc3)C2=O)cc1,89,/,88,79,84,81,77,77,69
Cn1cc(-c2noc(-c3cn(C)c4ncc(F)cc34)n2)c2cc(Br)ccc21,92,73,84,-40*,55,64,40,39,91
Cc1nc(NC(=O)NC2CCCCC2)sc1C(=O)NN,118,72,116,109,102,102,98,99,112
Cc1ccc(C2(C)OCCCO2)cc1,103,99,103,111,108,101,103,109,119
COc1ccc(C(=O)/C=C/c2cc(C(F)(F)F)cc(C(F)(F)F)c2)cc1S(N)(=O)=O,2.7*,-69*,20,-80*,-30*,-94*,-96*,-89*,/
Cc1cc(N(CCOS(C)(=O)=O)CCOS(C)(=O)=O)ccc1C=Nc1ccc(-c2nc(Cc3ccccc3)sc2C)cc1,-49*,11,3.4*,/,/,67,-23*,42,46
O=C(CSc1nnc(-c2cccs2)n1-c1ccccc1)Nc1cccc(Cl)c1,97,93,97,94,97,91,97,99,91
COc1cc(-c2cc3cc(O)ccc3oc2=O)cc(OC)c1OC,100,99,102,97,94,89,82,114,101
CCNC(=O)CCCCC(=O)c1c(C)[nH]c(/C=C2\N=C(c3ccc[nH]3)C=C2OC)c1C,96,/,58,-59*,-38*,66,-3.7*,-78*,-48*
CCOC(=O)c1cc(C=O)c[nH]1,143,94,92,117,108,112,102,113,/
O=S(=O)(Oc1ccc(-c2cn3ccsc3n2)cc1)C1CCCCC1,85,106,106,97,99,100,100,/,104
NC(=O)c1cccc(-n2ccc3cc(NC(=O)Nc4cc(C(F)(F)F)cc(C(F)(F)F)c4)ccc32)n1,/,30,74,44,37,72,40,39,7.6*
Cc1c(C(=O)N[C@@H](Cc2ccccc2)C(=O)C(=O)NC(C)C)[nH]c2ccccc2c1=O,101,110,110,98,101,100,108,103,101
CCOC(=O)c1cc(C(=O)c2ccc(OC)c(OC)c2)n2c1ccc1ccc3cccnc3c12,-5.4*,46,18,59,29,80,47,10,25
Cn1c(=O)c2[nH]c(=S)n(Cc3ccccc3)c2n(C)c1=O,93,108,107,99,111,105,96,104,120
COc1ccc(/C(C#N)=C/c2ccccc2OC)cc1,26,32,33,90,53,55,44,26,25
CCOC(=O)c1nn(C2CCCCO2)c2ccc(NC(=O)/C=C/c3ccccc3)cc12 (centres undefined),58,103,/,93,94,94,95,101,42
Cc1ccc2nnnn2c1,100,99,107,108,102,91,103,/,111
Cc1[nH]n(-c2ccccc2)c(=O)c1N=Nc1cccc2c1C(=O)c1ccccc1C2=O,114,115,87,94,92,117,105,125,88
COc1ccc(N/N=C/c2ccc3c(c2)Sc2ccccc2N3C)cc1,18,56,87,61,66,53,52,78,105
Nc1ccc(S(=O)(=O)Nc2ccccc2C(=O)O)cc1,113,93,105,119,108,114,106,112,111
COc1ccc(N2CCC(=O)NC2=S)cc1,108,108,103,106,106,102,104,109,109
Cn1c(N)c(N)c(=O)n(C)c1=O,99,83,104,106,103,96,96,108,105
COc1ccc(-c2ccnc(SCc3cc4ccccc4[nH]c3=O)n2)cc1,93,75,82,41,56,82,74,82,40
CC(=O)n1nc(C(=O)OCc2ccccc2)c2cc(F)c(F)cc21,110,97,101,102,109,96,98,99,122
CC(=O)Nc1ccc(CC[C@H]2CCC/C=C/[C@@H]3C[C@H](O)C[C@H]3[C@H](O)/C=C/C(=O)O2)cc1,-33*,20,30,18,0.5*,23,4.7*,6.4*,-32*
Cc1cc(C)c(-c2cc(O)c(-c3c(C)cc(O)c(C)c3C)cc2O)c(C)c1C,56,78,78,54,82,86,79,76,/
Cc1ccccc1NC(=O)C(=O)C(C1OC(=O)c2ccccc21)[N+](=O)[O-] (centres undefined),104,111,113,109,108,102,110,105,112
O=c1[nH]cnc2ccccc12,106,/,109,97,113,106,108,141,/
CC(C)(C)CC(C)(C)NCc1cc(C(C)(C)C)cc(CNC(C)(C)CC(C)(C)C)c1O,65,61,81,/,86,69,37,79,76
CSc1nsc(SC)c1-c1ccc(Cl)cc1,/,93,105,90,91,90,95,106,105
O=C(/C=C/c1c[nH]c2ccccc12)c1ccc(O)c(CN2CCOCC2)c1,108,97,104,101,98,110,101,105,106
COc1cc(/C=C/C(=O)c2cccc(-n3cc(-c4cc(OC)c(OC)c(OC)c4)[nH]c3=O)c2)cc(OC)c1OC,76,/,50,23,6.4*,28,-58*,-39*,-80*

Profiles as entered above. Values in the order: A498	IGROV1	SK-OV-3	OVCAR-4	OVCAR-8	OVCAR-5	ACHN	OVCAR-3	RXF 393
Shown for CC(=O)Nc1ccc(CC[C@H]2CCC/C=C/[C@@H]3C[C@H](O)C[C@H]3[C@H](O)/C=C/C(=O)O2)cc1 = -33*	20	30	18	0.5*	23	4.7*	6.4*	-32*
Shown for Cc1ccccc1NC(=O)C(=O)C(C1OC(=O)c2ccccc21)[N+](=O)[O-] (centres undefined) = 104	111	113	109	108	102	110	105	112
Shown for COc1ccc(-c2ccnc(SCc3cc4ccccc4[nH]c3=O)n2)cc1 = 93	75	82	41	56	82	74	82	40
